Screening data as filed in PubChem.
P. falciparum M1AAP = malaria alanyl aminopeptidase activity blockers – biochemical, fluorogenic H-Leu-NHMec substrate, 1536-well (AID 1445); recombinant M1AAP, H-Leu-NHMec fluorogenic kinetic assay; higher % means a stronger effect; inhibition, % at 30 µM, or IC50 in µM where a hit was titrated; 220,000 compounds, 0.42% hits;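 active = primary inhibition above the hit cutoff, then over 50% inhibition at one or more dose response concentrations, cut at about 23% in these data, passing the limit was not always enough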;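 also: plate controls were DMSO full reaction for no effect and no enzyme background for full effect; strong numbers were not always called active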
Hep lipid drop = hepatic lipid droplet formation modulation. inhibition, % at 6.5 µM. 240,000 compounds, 0.4% hits. AML12 mouse hepatocytes, oleate lipid droplets, BODIPY imaging;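 active = lipid droplet intensity inhibited by at least 50%, with more than 500 cells counted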
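Assay system: AML12 mouse liver cells | Compound dosing: One dose, 6.5 µM compound | Read-out basis: Droplet intensity reduction, % inhibition | Measured by: Fluorescence imaging, 20x objective, two fields per well | Schedule: Overnight treatment with compound plus oleate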
NOD2 inhibition = NOD2 signaling inhibitors, cell-based, luminescence, uHTS, HEK293 (AID 1566). HEK293 NOD2/NF-kB luciferase reporter, luminescence; higher % means a stronger effect. 290,000 compounds, 0.63% hits. inhibition, % at 4 µM; hits with a dose series show EC50 in µM; also: many of its hits are not listed in these tables
AID2073 = inhibitors of Mint1-CaV2.2 protein interaction, biochemical, HTRF (AID 2073). HTRF protein-protein interaction, Mint1-CaV2.2; higher % means a stronger effect. 290,000 compounds, 0.19% hits. one-dose inhibition, % at 20 µM; IC50 in µM for titrated hits; in the data active = inhibition mostly above about 51%, no sharp cut-off; also: some results filed as inactive read as strong as hits
CSM14.1 death rescue = rescue of cells from ER stress-induced death, primary screen, 384-well, CSM14.1, thapsigargin, ATP luminescence (AID 1222); 190,000 tested, under 10 active; CSM14.1 thapsigargin-induced death rescue, ATP luminescence; higher % means a stronger effect; cellular ATP content (survival), % at 20 µM; hits with a dose series show EC50 in µM;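 active = EC50 below 50 µM in the dose-response confirmation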;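 also: death triggered by thapsigargin at about 15 µM added after 2 h compound pretreatment; cell ATP read after overnight thapsigargin exposure of roughly 18 to 22 hours; normalized against plate controls of thapsigargin alone and 5% DMSO vehicle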
LYP inhibition = inhibitors of LYP phosphatase, biochemical, fluorescence intensity, uHTS (AID 1779). recombinant LYP phosphatase, fluorescence intensity; higher % means a stronger effect. 290,000 compounds, 0.054% hits. inhibition, % at 11.5 µM; hits with a dose series show IC50 in µM;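 also: plate controls were vehicle with enzyme for no effect and no enzyme for full effect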
SIAH1 antagonists = Siah-1 peptide-binding antagonists, primary screen, biochemical, fluorescence polarization, rhodamine-plectin, uHTS (AID 1817); displacement, % at 20 µM, or IC50 in µM where a hit was titrated; Siah-1 / rhodamine-plectin peptide fluorescence polarization; higher % means a stronger effect; 290,000 compounds, 0.02% hits;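 active = displacement of at least 50% at 20 µM, with a fluorescence ratio check between 0.3 and a set limit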;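 also: plate controls were Siah plus tracer with DMSO for no effect and tracer alone without Siah for full effect; strong numbers were not always called active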
M17LAP inhibition = P. falciparum M17LAP inhibitors, primary screen, biochemical, fluorogenic H-Leu-NHMec substrate, 1536-well (AID 1619); 220,000 compounds, 0.38% hits; recombinant M17LAP, H-Leu-NHMec fluorogenic kinetic assay; higher % means a stronger effect; one-dose inhibition, % at 30 µM; IC50 in µM for titrated hits;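 active = compound inhibiting the enzyme by more than half at any dose during confirmatory dose-response retesting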;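 also: plate controls were full reaction with DMSO carrier for no effect and no enzyme background for full effect; strong numbers were not always called active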
XIAP antagonists = XIAP antagonists, biochemical, IAP family, fluorescence polarization (AID 1018). XIAP BIR domain, fluorescence polarization peptide displacement; higher % means a stronger effect. one-dose displacement, % at 20 µM; IC50 in µM for titrated hits. 200,000 compounds, 0.007% hits; in the data active = displacement above about 50%; also: a part of the inactive calls stands beside numbers as strong as those of hits
Hep lipid drop cells 6.5 µM = also measured in Hep lipid drop; calls as there; cell count; measured here: cell count, cytotoxicity flag;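 cells counted across two imaged fields per well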
* hit, by the source's call. Rule as the data show it, unless noted: active = inhibition above about 50%; inactive = the rest. These rows are one share of the data. The share of hits here may be higher or lower than overall.

`O=C(NN1C(=O)C2C3c4ccccc4C(c4ccccc43)[C@@H]2C1=O)c1ccccc1` (stereo partly drawn) gave P. falciparum M1AAP 0%, Hep lipid drop 10, NOD2 inhibition -11%, AID2073 4%, CSM14.1 death rescue 2.4%, LYP inhibition 4%, SIAH1 antagonists -1%, M17LAP inhibition -5%, XIAP antagonists -4.6% and Hep lipid drop cells 6.5 µM 639.
Screening Cc1nn(-c2ccc(Cl)c(Cl)c2)c(=O)c2ccccc12 returned P. falciparum M1AAP 1%, NOD2 inhibition -74%, AID2073 -7%, CSM14.1 death rescue -0.9%, LYP inhibition -6%, SIAH1 antagonists -3%, M17LAP inhibition -3% and XIAP antagonists -2.2%.
Screening CC(C)OP(=O)(c1ccccc1)c1ccccc1 returned P. falciparum M1AAP 10%, Hep lipid drop 0, NOD2 inhibition 8%, AID2073 5%, CSM14.1 death rescue -2.6%, LYP inhibition -1%, SIAH1 antagonists -4%, M17LAP inhibition -4%, XIAP antagonists -8.9% and Hep lipid drop cells 6.5 µM 703.
For CSCC[C@H](NC(=O)OC(C)(C)C)C(=O)N/N=C/c1cc2ccc(C)cc2nc1Cl the results were P. falciparum M1AAP 8%, Hep lipid drop -14, NOD2 inhibition -18%, AID2073 8%, CSM14.1 death rescue 1.8%, LYP inhibition 11%, SIAH1 antagonists 8%, M17LAP inhibition 9%, XIAP antagonists -4.2% and Hep lipid drop cells 6.5 µM 674.
For COc1ccc(C(=O)C2CCCN(Cc3ccc4nonc4c3)C2)cc1F (stereo not drawn) the results were Hep lipid drop -38, NOD2 inhibition -14%, AID2073 0%, CSM14.1 death rescue 0.6%, LYP inhibition 0%, SIAH1 antagonists 8%, XIAP antagonists -2.4% and Hep lipid drop cells 6.5 µM 630.
Screening O=C(CC1C(=O)NCCN1Cc1c(F)cccc1Cl)NCCCn1ccnc1 (stereo not drawn) returned P. falciparum M1AAP -2%, Hep lipid drop -28, NOD2 inhibition -2%, AID2073 -7%, CSM14.1 death rescue 0.2%, LYP inhibition -5%, SIAH1 antagonists -4%, M17LAP inhibition -11%, XIAP antagonists -7.1% and Hep lipid drop cells 6.5 µM 727.
For N#Cc1c(NC(=O)CSc2nnnn2C2CCCCC2)sc2c1CCCC2 the results were P. falciparum M1AAP -2%, NOD2 inhibition 5%, AID2073 4%, CSM14.1 death rescue -0.5%, LYP inhibition 6%, SIAH1 antagonists -3%, M17LAP inhibition -6% and XIAP antagonists -1.9%.
For CC(C)(C)n1nc2c(c1NC(=O)c1c(F)cccc1F)CS(=O)(=O)C2 the results were Hep lipid drop 8, NOD2 inhibition -5%, AID2073 -4%, LYP inhibition -13%, SIAH1 antagonists 1% and Hep lipid drop cells 6.5 µM 750.
Screening O=c1[nH]c(CN2CCN(S(=O)(=O)c3cccs3)CC2)nc2c(Br)cc(Br)cc12 returned P. falciparum M1AAP 1%, Hep lipid drop -11, NOD2 inhibition 7%, AID2073 26%, CSM14.1 death rescue -1.7%, LYP inhibition -2%, SIAH1 antagonists -6%, M17LAP inhibition 6%, XIAP antagonists -3.2% and Hep lipid drop cells 6.5 µM 679.
For Cc1cc(C)c(C)c(S(=O)(=O)Nc2ccc(C(N)=O)cc2)c1C the results were P. falciparum M1AAP 2%, Hep lipid drop -12, NOD2 inhibition 20%, AID2073 14%, CSM14.1 death rescue 0.5%, LYP inhibition -7%, SIAH1 antagonists 0%, M17LAP inhibition -3%, XIAP antagonists -2.7% and Hep lipid drop cells 6.5 µM 701.
For NC(=O)c1ccsc1NC(=O)C1CC1 the results were P. falciparum M1AAP 0%, Hep lipid drop -2, NOD2 inhibition 20%, AID2073 -9%, LYP inhibition -3%, SIAH1 antagonists 2%, M17LAP inhibition 16% and Hep lipid drop cells 6.5 µM 800.
Screening O=[N+]([O-])c1cccc(/C=C/c2nc3ccc([N+](=O)[O-])cc3[nH]2)c1 returned P. falciparum M1AAP 10%, NOD2 inhibition 4%, AID2073 22%, CSM14.1 death rescue -0.7%, LYP inhibition 7%, SIAH1 antagonists 3%, M17LAP inhibition 3% and XIAP antagonists -7.1%.
CCOCCCNC(=S)Nc1ccc2nc3n(c(=O)c2c1)CCCCC3 was read as P. falciparum M1AAP 1%, Hep lipid drop 2, NOD2 inhibition 9%, AID2073 2%, CSM14.1 death rescue -1.3%, LYP inhibition 1%, SIAH1 antagonists -1%, M17LAP inhibition -1%, XIAP antagonists -6.8% and Hep lipid drop cells 6.5 µM 662.
`CC(=O)C1=C(O)C(=O)N(CCc2c[nH]c3ccccc23)C1c1ccco1` (stereo not drawn) gave P. falciparum M1AAP 3%, Hep lipid drop -1, NOD2 inhibition 2%, AID2073 20%, CSM14.1 death rescue -0.8%, LYP inhibition 4%, SIAH1 antagonists 7%, M17LAP inhibition 23%, XIAP antagonists -2.0% and Hep lipid drop cells 6.5 µM 728.
Screening COc1ccc(N(C(=O)c2snc(C(N)=O)c2N)C(C(=O)NC2CCCC2)c2ccc(F)cc2)c(OC)c1 (stereo not drawn) returned NOD2 inhibition -21%, AID2073 7%, LYP inhibition -3% and SIAH1 antagonists -3%.
`Cc1ccc(C2=NS(=O)(=O)N(C)C(C(=O)NC(C)c3ccccc3)=C2)cc1` (stereo not drawn) gave Hep lipid drop 45, NOD2 inhibition 26%, AID2073 9%, LYP inhibition -12%, SIAH1 antagonists -4% and Hep lipid drop cells 6.5 µM 729.
For COc1ccc(NC(=S)N2CCC(NC(=O)c3ccco3)CC2)cc1 the results were Hep lipid drop -19, NOD2 inhibition -3%, AID2073 -13%, LYP inhibition -10%, SIAH1 antagonists 0% and Hep lipid drop cells 6.5 µM 788.
Screening CC(C)c1ccc(C(=O)NNC(=O)c2ccncc2)cc1 returned Hep lipid drop -28, NOD2 inhibition -18%, AID2073 -1%, LYP inhibition -7%, SIAH1 antagonists -2% and Hep lipid drop cells 6.5 µM 817.
`CN(C)CCCOC(=O)c1ccccc1` gave P. falciparum M1AAP -1%, Hep lipid drop 12, NOD2 inhibition -16%, AID2073 1%, CSM14.1 death rescue -0.5%, LYP inhibition -10%, SIAH1 antagonists -1%, M17LAP inhibition 7%, XIAP antagonists -0.8% and Hep lipid drop cells 6.5 µM 843.
For Cc1[nH]c2ccc(Cl)cc2c(=O)c1CN1CCCC1 the results were P. falciparum M1AAP 8%, Hep lipid drop 4, NOD2 inhibition 10%, AID2073 6%, CSM14.1 death rescue 1.4%, LYP inhibition -5%, SIAH1 antagonists -5%, M17LAP inhibition 13%, XIAP antagonists -4.5% and Hep lipid drop cells 6.5 µM 665.
`Cc1c(S(=O)(=O)Nc2ccc3c(c2)OCCO3)cnn1C` gave P. falciparum M1AAP 1%, Hep lipid drop 7, NOD2 inhibition 13%, AID2073 -8%, CSM14.1 death rescue -6.4%, LYP inhibition -8%, SIAH1 antagonists 7%, M17LAP inhibition 0%, XIAP antagonists -4.0% and Hep lipid drop cells 6.5 µM 744.
`O=C(Cc1c[nH]c2ccccc12)N/N=C/c1ccccc1O` gave P. falciparum M1AAP 21%, Hep lipid drop -3, NOD2 inhibition 26%, AID2073 -5%, LYP inhibition -6%, SIAH1 antagonists -1%, M17LAP inhibition -6% and Hep lipid drop cells 6.5 µM 774.
For O=C(COC(=O)/C=C/c1ccco1)Nc1ccccc1 the results were P. falciparum M1AAP 2%, Hep lipid drop 4, NOD2 inhibition 15%, AID2073 22%, CSM14.1 death rescue 2.3%, LYP inhibition 1%, SIAH1 antagonists 5%, M17LAP inhibition 1%, XIAP antagonists -10% and Hep lipid drop cells 6.5 µM 704.
CN=c1scc(C)n1/N=C/c1cc(Br)c(O)c(OC)c1 was read as P. falciparum M1AAP 7%, Hep lipid drop 2, NOD2 inhibition -25%, AID2073 -3%, CSM14.1 death rescue 0.0%, LYP inhibition 1%, SIAH1 antagonists 4%, M17LAP inhibition 28%, XIAP antagonists -1.6% and Hep lipid drop cells 6.5 µM 712.
`Cc1ccccc1NC(=O)COC(=O)c1cccnc1` gave P. falciparum M1AAP -1%, Hep lipid drop 2, NOD2 inhibition 3%, AID2073 9%, CSM14.1 death rescue -1.0%, LYP inhibition -6%, SIAH1 antagonists 1%, M17LAP inhibition -6%, XIAP antagonists -7.8% and Hep lipid drop cells 6.5 µM 639.
For Cc1cc(NC(=O)c2cc(-c3ccc(C)s3)nc3ccccc23)no1 the results were P. falciparum M1AAP 2%, NOD2 inhibition -13%, AID2073 40%, CSM14.1 death rescue 0.3%, LYP inhibition -4%, SIAH1 antagonists -2%, M17LAP inhibition -1% and XIAP antagonists -1.4%.

Among those listed so far, these have an NH in an aromatic ring:
Screening O=c1[nH]c(CN2CCN(S(=O)(=O)c3cccs3)CC2)nc2c(Br)cc(Br)cc12 returned P. falciparum M1AAP 1%, Hep lipid drop -11, NOD2 inhibition 7%, AID2073 26%, CSM14.1 death rescue -1.7%, LYP inhibition -2%, SIAH1 antagonists -6%, M17LAP inhibition 6%, XIAP antagonists -3.2% and Hep lipid drop cells 6.5 µM 679.
Screening O=[N+]([O-])c1cccc(/C=C/c2nc3ccc([N+](=O)[O-])cc3[nH]2)c1 returned P. falciparum M1AAP 10%, NOD2 inhibition 4%, AID2073 22%, CSM14.1 death rescue -0.7%, LYP inhibition 7%, SIAH1 antagonists 3%, M17LAP inhibition 3% and XIAP antagonists -7.1%.
`CC(=O)C1=C(O)C(=O)N(CCc2c[nH]c3ccccc23)C1c1ccco1` (stereo not drawn) gave P. falciparum M1AAP 3%, Hep lipid drop -1, NOD2 inhibition 2%, AID2073 20%, CSM14.1 death rescue -0.8%, LYP inhibition 4%, SIAH1 antagonists 7%, M17LAP inhibition 23%, XIAP antagonists -2.0% and Hep lipid drop cells 6.5 µM 728.
For Cc1[nH]c2ccc(Cl)cc2c(=O)c1CN1CCCC1 the results were P. falciparum M1AAP 8%, Hep lipid drop 4, NOD2 inhibition 10%, AID2073 6%, CSM14.1 death rescue 1.4%, LYP inhibition -5%, SIAH1 antagonists -5%, M17LAP inhibition 13%, XIAP antagonists -4.5% and Hep lipid drop cells 6.5 µM 665.
`O=C(Cc1c[nH]c2ccccc12)N/N=C/c1ccccc1O` gave P. falciparum M1AAP 21%, Hep lipid drop -3, NOD2 inhibition 26%, AID2073 -5%, LYP inhibition -6%, SIAH1 antagonists -1%, M17LAP inhibition -6% and Hep lipid drop cells 6.5 µM 774.
